PfHsp90 set2: growth inhibition of PfHsp90-expressing yeast, primary screen, antimalarial PfHsp90 inhibitor project, S. cerevisiae, BacTiter-Glo luminescence, single point, set 2; BacTiter-Glo ATP, 48 h; yeast lacking PDR1 and PDR3 efflux regulators; inhibition, % at 9.4 µM; 310,000 compounds, 0.32% hits;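 active means every replicate shows inhibition above about 80%, whatever the replicate mean, limit read from the data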;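 further: 0% = DMSO neutral controls and 100% = 20 µM radicicol positive controls; yeast relying on Plasmodium falciparum Hsp90 in place of its own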
LANA DNA inh: inhibitors of KSHV C-LANA binding to DNA, primary screen, biochemical, fluorescence polarization, FAM-LBS DNA, MBP-C-LANA, single point. Kaposi's sarcoma herpesvirus LANA C-terminal domain (residues 932-1162) DNA binding. AID 504423, 2011. inhibition, % at 9 µM. 340,000 compounds, 0.078% hits;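 active means highest replicate inhibition at or above 60% at 9 µM, even if other replicates fall short; inactive means all replicates below 60% inhibition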;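 further: 0% = neutral control wells and 100% = 4 µM acridine orange control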
SUMO Mot1 rescue: yeast Mot1-301 growth rescue at high temperature, primary screen, SUMOylation pathway inhibitor project, S. cerevisiae, ATP luminescence, 38.5C | 320,000 compounds, 1% hits | AID 2716, 2010 | S. cerevisiae Mot1-301 growth rescue; percent above DMSO median, 100 means doubled | growth rescue, % at 18.8 µM;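 active means every valid replicate shows activation above 250% relative to neutral control wells; inactive means the rest, any valid replicate at or below 250%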;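 further: OY570 slx delta 5 strain wells were the positive control but not used for scaling; some compounds called inactive have numbers as strong as hits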
Rtt109 Vps75: inhibitors of C. albicans Rtt109/Vps75 HAT, primary screen, biochemical, ThioGlo CoA-SH fluorescence, plate reader. Histone acetyltransferase RTT109 (Candida albicans (strain SC5314 / ATCC MYA-2876)), …. purified Rtt109/Vps75, 4 h. inhibition, % at 34.9 µM. 330,000 compounds, 0.16% hits. AID 540336, 2011;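 active means inhibition of at least 50% in every replicate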
dFosB act: activators of delta FosB homodimer, primary screen, biochemical, fluorescence polarization, TAMRA-CDK5 oligo, single point; Protein FosB (Mus musculus), P13346; purified delta FosB; percent of positive-control signal above neutral wells; activation, % at 25 µM; 340,000 compounds, 0.99% hits; AID 493131, 2011;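 active means mean activation above about 17%, with every replicate also reaching it, limit read from the data, passing the limit was not always enough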;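 further: fluorescence polarization rise as delta FosB binds a TAMRA Cdk5 AP-1 oligo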
Target sequence (P13346 whole entry, looked up): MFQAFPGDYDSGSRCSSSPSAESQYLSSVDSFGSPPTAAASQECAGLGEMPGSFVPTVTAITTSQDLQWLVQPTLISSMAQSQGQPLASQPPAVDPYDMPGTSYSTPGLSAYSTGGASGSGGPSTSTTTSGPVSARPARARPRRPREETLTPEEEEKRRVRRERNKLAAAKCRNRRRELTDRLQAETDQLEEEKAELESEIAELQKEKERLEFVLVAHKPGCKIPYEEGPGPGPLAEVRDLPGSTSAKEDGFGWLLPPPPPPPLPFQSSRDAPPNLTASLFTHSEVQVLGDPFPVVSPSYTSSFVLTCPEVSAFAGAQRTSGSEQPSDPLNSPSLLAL
PvdQ inh: P. aeruginosa PvdQ acylase inhibitors, primary screen, biochemical, fluorescence, plate reader and imaging, single point; PvdQ acylase [Pseudomonas aeruginosa LESB58]; purified PvdQ acylase; inhibition, % at 10 µM; 340,000 compounds, 0.063% hits; in the data active means inhibition above about 30%, passing the limit was not always enough;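 further: 0% = vehicle neutral wells and 100% = reference inhibitor wells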
NSD2 inh: NSD2 histone methyltransferase inhibitors, primary screen, biochemical, AlphaScreen, single concentration, set 2; Histone-lysine N-methyltransferase NSD2 (Homo sapiens), O96028; NSD2 peptide methylation, 120 min; inhibition, % at 12.5 µM; 310,000 compounds, 0.54% hits; AID 743445, 2014; in the data active means inhibition above about 50%
CDK5 p35 inh: inhibitors of human CDK5/p35 kinase, primary screen, biochemical, single concentration; 330,000 compounds, 0.01% hits; Recombinant CDK5/p35, ADP-Glo luminescence, 60 min; Cyclin-dependent kinase 5 (Homo sapiens) + Cyclin-dependent kinase 5 activator 1 (Homo …; inhibition, % at 10 µM; AID 488839, 2010;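 active means highest replicate inhibition of at least 50% and at least 75% of replicates reaching 50%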;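 further: plate controls were DMSO neutral control for no effect and GW8510 at 10 µM for full effect; many of its hits are not listed in these tables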
Keap1-Nrf2 PPI: Keap1-Nrf2 protein-protein interaction inhibitors, primary screen, biochemical, fluorescence polarization, single point; Kelch-like ECH-associated protein 1 (Homo sapiens), Q14145; AID 504523, 2011; inhibition, % at 9.4 µM; 340,000 compounds, 0.15% hits; Keap1 Kelch-Nrf2 peptide fluorescence polarization, 1536-well; in the data active means inhibition above about 12%;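 further: human Keap1 Kelch domain with fluorescein labeled Nrf2 9mer peptide probe; 0% = neutral control wells and 100% = peptide positive control; higher means more block of Keap1 binding to Nrf2 peptide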
Target sequence (Q14145 whole entry, looked up, the tested form may be a part): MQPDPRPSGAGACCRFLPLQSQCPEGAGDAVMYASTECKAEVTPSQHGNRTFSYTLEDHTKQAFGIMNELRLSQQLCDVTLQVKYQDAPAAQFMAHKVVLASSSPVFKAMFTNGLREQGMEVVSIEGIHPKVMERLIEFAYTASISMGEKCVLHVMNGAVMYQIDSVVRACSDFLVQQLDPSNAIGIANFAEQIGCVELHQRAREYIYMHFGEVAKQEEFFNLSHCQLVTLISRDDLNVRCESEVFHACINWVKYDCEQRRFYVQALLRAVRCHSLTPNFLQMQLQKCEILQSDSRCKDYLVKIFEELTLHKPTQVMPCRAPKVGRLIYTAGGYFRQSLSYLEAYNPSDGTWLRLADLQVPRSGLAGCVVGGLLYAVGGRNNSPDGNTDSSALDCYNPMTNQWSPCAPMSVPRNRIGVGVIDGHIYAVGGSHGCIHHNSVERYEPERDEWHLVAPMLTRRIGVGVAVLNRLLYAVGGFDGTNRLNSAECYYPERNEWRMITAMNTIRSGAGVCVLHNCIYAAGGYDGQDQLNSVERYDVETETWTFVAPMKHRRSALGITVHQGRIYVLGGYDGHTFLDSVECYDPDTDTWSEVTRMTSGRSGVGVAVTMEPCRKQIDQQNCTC
RTF Ca sens inh: cardiac RTF calcium sensitivity inhibitors, primary screen, biochemical, IANBD-TnC fluorescence, EC70 calcium. IANBD-labeled cardiac RTF, Ca2+ fluorescence. AID 493244, 2011. 340,000 compounds, 0.12% hits. inhibition, % at 7.15 µM. Troponin I, cardiac muscle (Homo sapiens) + Troponin T, cardiac muscle (Homo sapiens) + …;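 active means inhibition above the mean inhibition of all tested compounds plus 3 SD, cut at about 17% in these data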;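 further: assay run at fixed EC70 calcium of 1.6 mM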
RTF Ca sens act: cardiac RTF calcium sensitivity activators, primary screen, biochemical, IANBD-TnC fluorescence, EC20 calcium; Troponin I, cardiac muscle (Homo sapiens) + Troponin T, cardiac muscle (Homo sapiens) + …; IANBD-labeled TnC RTF fluorescence at EC20 calcium; 0% EC20 calcium, 100% full calcium; activation, % at 7.2 µM; 340,000 compounds, 0.24% hits;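 active means activation above the mean over all tested compounds plus 3 SD, cut at about 30% in these data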;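 further: rise in fluorescence read as greater calcium sensitivity of cardiac thin filaments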
Active calls of the source: *; x = no result given.

item	Molecule	PfHsp90 set2	LANA DNA inh	SUMO Mot1 rescue	Rtt109 Vps75	dFosB act	PvdQ inh	NSD2 inh	CDK5 p35 inh	Keap1-Nrf2 PPI	RTF Ca sens inh	RTF Ca sens act
1	Cc1[nH]c2ccc(C(=O)N3CCN(c4ccccn4)CC3)cc2c1C	-6	4.1	0	0	-8	-5	5	-0.4	-2	-10	-1
2	CC(C)(C)[C@@H]1C=C(C(=O)Nc2ccccc2)O[C@H](OCc2ccc(CO)cc2)C1	-4	0.5	-9	9	-4	-3	x	-2.0	0	5	-6
3	O=C(Nc1cccc(NC(=O)c2ccccc2Cl)c1)c1ccc(F)cc1	-6	-3.4	-13	3	-5	9	2	0.6	-3	-1	0
4	N#CCSc1n[nH]c2nc3c(c(=O)n12)C1(CCCCC1)Cc1ccccc1-3	17	1.1	-8	-32	-8	-13	-62	1.6	1	4	-2
5	CCOP(=O)(OCC)c1nc(-c2ccc(Cl)cc2)oc1NCc1ccccc1	-11	0.1	x	2	-10	-11	7	-3.9	-3	-14	-5
6	O=C1C2C3C=CC([C@@H]2C(=O)N1C1CCCCC1)[C@H]1C(=O)N(C2CCCCC2)C(=O)C31 (stereo not given in full)	-2	2.9	x	3	-7	-13	0	-1.5	-3	-2	7
7	CCOc1ccc(N2C(=O)C3ON(C)C(c4ccc([N+](=O)[O-])cc4)C3C2=O)cc1 (stereo not given)	-4	1.5	-10	-7	3	-9	1	1.2	2	-4	2
8	c1ccc(N2CCCCC2)c(NC2=NCCC2)c1	12	0.6	-10	-9	-9	-4	x	-0.2	-2	-21	1
9	NS(=O)(=O)c1ccc(CNC(=O)NC23CC4CC(CC(C4)C2)C3)cc1	x	-0.1	-12	-6	-5	-11	0	1.1	-1	5	-5
10	COCc1nnc(NC(=O)c2ccc(S(=O)(=O)N3CCCc4ccccc43)cc2)o1	9	0.5	-4	1	-7	-4	-6	-0.9	0	-14	-6
11	Cc1ccc(NC(=O)COC(=O)CCc2nc3ccccc3c(=O)[nH]2)c(Br)c1	6	4.0	0	1	-8	-6	0	0.7	-4	-8	4
12	Cn1c(C(=O)N2CCCC(C(=O)N3CCN(C(=O)c4ccco4)CC3)C2)cc2sccc21 (stereo not given)	4	9.4	17	8	-5	10	x	0.3	0	-4	5
13	Cc1ccoc1C(=O)NCc1occc1C(=O)O	-11	5.5	-15	3	2	-7	14	-2.7	-2	8	0
14	O=C(NCC1CCCO1)c1cccc(Oc2c(Cl)cccc2[N+](=O)[O-])c1 (stereo not given)	-25	0.3	1	12	-8	3	1	-0.5	0	-2	-3
15	O=C(CNC(=O)OCc1ccccc1)NCC(=O)N1CCCC1C(=O)OCc1ccccc1 (stereo not given)	-15	0.4	-9	0	-1	-9	4	-3.7	-5	-14	5
16	CC(C)c1ccc(NC(=O)c2cccc(Br)c2)cc1	-1	-0.6	3	1	-1	-18	x	-0.3	0	-11	4
17	CCN(CCN1CCCC1)C(=O)c1cc(COc2ccccc2SC)on1	-14	-2.3	-4	16	1	11	4	-2.6	1	-7	3
18	CCOC(=O)c1c(C)c(C(=O)NC(C)COC)c(C)n1CC (stereo not given)	x	0.6	191	-2	0	-17	0	-2.0	-2	2	-2
19	COc1ccc(NC(=S)NCCC(c2ccccc2)c2ccccc2)c(OC)c1	-16	-1.4	-1	11	-5	6	2	0.5	0	0	-5
20	CCN1CCCC1CNC(=O)C(=O)NC (stereo not given)	x	0.3	-12	-6	-2	10	1	-0.1	0	-4	1
21	O=C1COc2ccc(S(=O)(=O)NCCc3ccccc3)cc2N1	8	-1.0	9	10	-5	1	25	0.2	0	10	-6
22	CC(OC(=O)c1cccnc1)C(=O)NCc1ccc2c(c1)OCO2 (stereo not given)	3	0.0	-23	-8	-8	-1	-2	-4.1	-1	-3	-3
23	CCCS(=O)(=O)N1CCCC(C(=O)NCCN(CC)CC)C1 (stereo not given)	-16	-0.1	-6	-17	-3	-13	6	-0.9	4	-4	-6
24	CCOc1ccc(N2C(=O)c3cccnc3C2Nc2ccc(C)cc2)cc1 (stereo not given)	x	1.0	-4	-9	-15	7	3	0.0	1	-3	-3
25	O=C(Nc1cccc(Cl)c1)c1ccncc1	-3	-0.9	534	-18	-11	0	6	-4.2	-6	5	7
26	Cc1nn(Cc2ccc(Cl)cc2)c(C)c1NC(=O)c1noc2c1CCc1ccccc1-2	10	0.7	6	-2	-10	-14	x	-5.3	1	-4	5
27	COc1ccc(C)cc1NCc1cc(=O)oc2cc(-c3ccccc3)c(O)cc12	16	-1.5	-8	-5	5	-14	-1	-0.6	-2	8	-1
28	Cc1nc(C(C)N(C)Cc2c(C(=O)N3CCCCC3)nc3c(C)cccn23)c(C)s1 (stereo not given)	5	0.8	18	x	4	-4	1	-0.5	-3	8	-4
29	O=C(c1cccs1)N1CCN(Cc2cccc([N+](=O)[O-])c2)CC1	20	-1.5	-8	4	2	-1	0	0.7	1	3	-6
30	O=C(CCN1C(=O)c2ccccc2S1(=O)=O)Nc1cccc(F)c1	x	-1.1	-16	2	-3	-4	-4	-0.3	-4	-16	8
31	Cc1cnc(NC(=O)CC2CCCC2)s1	0	1.0	-8	4	5	3	-2	0.3	3	5	2
32	Cn1cnnc1Sc1nc([N+](=O)[O-])nn1C	11	-0.8	3	0	2	-16	-3	0.8	-1	-5	3
33	CCc1ccc(/C=C2\Oc3c(ccc(O)c3CN3CCN(CCO)CC3)C2=O)cc1	-1	5.7	160	-130	-2	-11	-2	-1.6	-9	-27	7
34	COc1cccc2c(=O)ccoc12	28	0.1	x	1	8	-16	-4	-0.3	-4	4	-2
35	COC(=O)Cc1[nH]n(-c2ccccc2)c(=O)c1C(C)=Nc1ccccc1	-5	3.5	6	6	-10	-4	-1	-0.4	-3	-18	7
36	COc1ccc(-c2nn(-c3ccccc3)cc2CN(C)CCn2ccnc2C)c(F)c1	4	0.3	1	-1	-8	-8	4	0.2	1	-6	5
37	O=C(Nc1ccc(Br)cc1)Nc1ccccc1F	-3	-0.5	9	1	1	-1	x	-0.6	-1	2	-2
38	COc1ccc(NC(=O)c2csc(Cc3ccccc3)n2)cc1	-15	-1.9	-10	12	-6	-4	-1	-1.3	3	-3	0
39	CCCC(C)NC(=O)Cc1ccc(S(=O)(=O)N2CCOCC2)s1 (stereo not given)	-13	1.2	1	-2	0	-7	2	-5.6	-4	-1	6
40	O=C(NCCCn1ccnc1)/C(=C/c1ccc(Cl)cc1)NC(=O)c1ccccc1	8	2.1	-10	-6	-4	-7	1	-2.8	2	-2	-2
41	CC1CCN(C(=S)c2cn(Cc3ccc(F)cc3)c3ccccc23)CC1	-10	0.3	-25	6	-3	-14	3	0.7	-2	4	7
42	C[C@H](NCCc1ccc(O)cc1)[C@H](O)c1ccc(O)cc1	-7	1.7	-7	4	-2	-7	x	0.1	-7	4	4
43	CC(=O)N1N=C(c2ccc(C)o2)CC1c1cccc(F)c1 (stereo not given)	10	-0.4	-10	9	1	1	1	-15	-1	3	1
44	COc1cc(NC(=O)CSc2nnnn2C2CCCC2)cc(OC)c1	4	0.2	-5	-1	7	-14	13	-1.5	-1	-24	-5
45	CN1CCc2c1nc1ccccc1c2N=C1CCCN1Cc1ccccc1	-6	-0.2	-4	x	-10	5	-1	-0.4	-5	-4	-5
46	O=C(CSc1ccc(-c2cccnc2)nn1)Nc1ccc(F)c(F)c1	-8	0.9	7	-9	-4	-6	-1	0.0	2	1	-5

9 entries from above, with two lines to a compound:
Results follow in this order: PfHsp90 set2 | LANA DNA inh | SUMO Mot1 rescue | Rtt109 Vps75 | dFosB act | PvdQ inh | NSD2 inh | CDK5 p35 inh | Keap1-Nrf2 PPI | RTF Ca sens inh | RTF Ca sens act
(31) Cc1cnc(NC(=O)CC2CCCC2)s1
    0 | 1.0 | -8 | 4 | 5 | 3 | -2 | 0.3 | 3 | 5 | 2
(32) Cn1cnnc1Sc1nc([N+](=O)[O-])nn1C
    11 | -0.8 | 3 | 0 | 2 | -16 | -3 | 0.8 | -1 | -5 | 3
(33) CCc1ccc(/C=C2\Oc3c(ccc(O)c3CN3CCN(CCO)CC3)C2=O)cc1
    -1 | 5.7 | 160 | -130 | -2 | -11 | -2 | -1.6 | -9 | -27 | 7
(34) COc1cccc2c(=O)ccoc12
    28 | 0.1 | x | 1 | 8 | -16 | -4 | -0.3 | -4 | 4 | -2
(35) COC(=O)Cc1[nH]n(-c2ccccc2)c(=O)c1C(C)=Nc1ccccc1
    -5 | 3.5 | 6 | 6 | -10 | -4 | -1 | -0.4 | -3 | -18 | 7
(36) COc1ccc(-c2nn(-c3ccccc3)cc2CN(C)CCn2ccnc2C)c(F)c1
    4 | 0.3 | 1 | -1 | -8 | -8 | 4 | 0.2 | 1 | -6 | 5
(37) O=C(Nc1ccc(Br)cc1)Nc1ccccc1F
    -3 | -0.5 | 9 | 1 | 1 | -1 | x | -0.6 | -1 | 2 | -2
(38) COc1ccc(NC(=O)c2csc(Cc3ccccc3)n2)cc1
    -15 | -1.9 | -10 | 12 | -6 | -4 | -1 | -1.3 | 3 | -3 | 0
(39) CCCC(C)NC(=O)Cc1ccc(S(=O)(=O)N2CCOCC2)s1 (stereo not given)
    -13 | 1.2 | 1 | -2 | 0 | -7 | 2 | -5.6 | -4 | -1 | 6
